High-throughput results deposited in PubChem by several laboratories.
CHRM4 antagonist – blocks acetylcholine activation of human M4 receptor; 360,000 compounds, 0.73% hits; inhibition, % at 3 µM; CHO-hM4 cells, ACh EC80, Fluo-8 calcium fluorescence; P08173; AID 624125;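 active = inhibition above its plate's cutoff, the mean inhibition of sample wells plus 3 SD, cut at about 27% in these data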;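 also: 0% = acetylcholine EC80 with DMSO and 100% = DMSO without agonist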
Target sequence (P08173 whole entry, looked up): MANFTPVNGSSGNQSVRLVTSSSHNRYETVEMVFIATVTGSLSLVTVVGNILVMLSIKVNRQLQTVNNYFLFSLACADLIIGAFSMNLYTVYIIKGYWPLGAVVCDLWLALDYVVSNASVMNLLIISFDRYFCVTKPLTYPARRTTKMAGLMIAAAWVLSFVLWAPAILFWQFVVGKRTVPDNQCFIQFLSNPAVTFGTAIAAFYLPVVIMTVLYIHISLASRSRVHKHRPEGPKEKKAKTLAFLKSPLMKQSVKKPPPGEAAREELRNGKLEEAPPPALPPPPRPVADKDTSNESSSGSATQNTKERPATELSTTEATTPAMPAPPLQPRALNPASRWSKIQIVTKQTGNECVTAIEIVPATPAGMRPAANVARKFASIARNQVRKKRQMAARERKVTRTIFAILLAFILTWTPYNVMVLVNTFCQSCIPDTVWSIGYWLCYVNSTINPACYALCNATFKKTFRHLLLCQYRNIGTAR
M1 PAM – potentiates human M1 receptor response to acetylcholine. CHO-K1 hM1, Fluo-8 calcium fluorescence, ACh EC20; 0% = ACh EC20, 100% = maximal ACh. activation, % at 3 µM. 360,000 compounds, 0.088% hits. AID 588819; in the data active = activation above about 19%, passing the limit was not always enough
Target sequence (P11229 whole entry, looked up): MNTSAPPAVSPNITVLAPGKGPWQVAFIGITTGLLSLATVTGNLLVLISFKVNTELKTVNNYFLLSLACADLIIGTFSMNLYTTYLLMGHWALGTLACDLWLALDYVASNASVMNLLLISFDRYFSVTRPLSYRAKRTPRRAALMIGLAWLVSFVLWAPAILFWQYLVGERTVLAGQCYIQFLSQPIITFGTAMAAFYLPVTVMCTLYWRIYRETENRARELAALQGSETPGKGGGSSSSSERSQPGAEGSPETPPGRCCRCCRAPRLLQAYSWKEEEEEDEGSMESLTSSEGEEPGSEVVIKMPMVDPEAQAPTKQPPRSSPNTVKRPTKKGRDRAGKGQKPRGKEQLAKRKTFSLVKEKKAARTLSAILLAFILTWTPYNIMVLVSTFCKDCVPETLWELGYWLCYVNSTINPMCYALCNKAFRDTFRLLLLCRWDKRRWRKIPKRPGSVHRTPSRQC
CHRM4 agonist – CHRM4 agonism in calcium assay | P08173 | CHO-K1 hM4/Gqi5, Fluo-8 calcium fluorescence; vehicle 0%, full acetylcholine response 100% | activation, % at 3 µM | 360,000 compounds, 0.14% hits;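 active = activation above the run mean over all test wells plus 3 SD, cut at about 32% in these data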;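 also: peak over basal fluorescence ratio per well then scaled between controls; 0% = DMSO wells and 100% = acetylcholine at EC100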
M5 antag – CHRM5 antagonism in calcium assay. CHO-hM5 cells, Fluo-8 calcium fluorescence, ACh EC80. inhibition, % at 3 µM. 360,000 compounds, 0.59% hits. AID 624040;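 active = inhibition above a per-plate cutoff, the mean of that plate's test compounds plus 3 SD, cut at about 27% in these data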;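 also: 0% = acetylcholine EC80 with DMSO and 100% = DMSO without agonist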
M5 ag – CHRM5 agonism in calcium assay; 360,000 compounds, 0.19% hits; activation, % at 3 µM; CHO-K1 hM5 cells, Fluo-8 calcium fluorescence; 0% DMSO wells, 100% maximal acetylcholine response;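 active = activation above the run's mean over test compounds plus 3 SD, cut at about 23% in these data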;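 also: signal is peak over basal fluorescence ratio across the kinetic read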
CRFBP-R2 block – antagonists of CRF-binding protein/CRF-R2 receptor complex; 350,000 compounds, 0.59% hits; HEK293 CRF-R2/CRF-BP, CRF-induced calcium fluorescence; inhibition, % at 11.8 µM;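 active = inhibition of the ligand-induced calcium signal above about 50% at the single tested concentration, limit read from the data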
M4 PAM – CHRM4 positive allosteric modulation | CHO-K1 hM4/Gqi5, Fluo-8 calcium fluorescence, ACh EC20; 0% = ACh EC20, 100% = maximal ACh | activation, % at 3 µM | 360,000 compounds, 0.4% hits | AID 624126;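 active = activation above its plate's cutoff, the mean activation of sample wells plus 3 SD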; also: some results filed as inactive read as strong as hits
CHRM5 PAM – potentiates acetylcholine response at human M5 receptor; P08912; CHO-K1 hM5, Fluo-8 calcium, ACh EC20 PAM; 0% = ACh EC20, 100% = ACh EC100; activation, % at 3 µM; 360,000 compounds, 0.3% hits; AID 624038;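 active = activation above the run cutoff, the mean activation of all test compounds plus 3 SD, cut at about 18% in these data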
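system = human M5 receptor in CHO-K1 cells | reagent = EC20 acetylcholine as agonist stimulus | compound dosing = single-point, 3 µM nominal | incubation = Fluo-8 loading 80 min at 37 °C plus 30 min room temperature | detection = Fluo-8 calcium dye fluorescence, kinetic read | benchmarks = low control EC20 acetylcholine (0%), high control EC100 acetylcholine (100%)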
CRFR2-BP ag – agonists of human CRF-binding protein/CRF-R2 receptor complex | HEK293 CRF-R2/CRF-BP, calcium dye fluorescence (FLIPR); percent of saturating CRF peptide response | activation, % at 13.2 µM | 350,000 compounds, 0.46% hits | AID 588473;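 active = activation of at least 50%, plus an integration ratio under a set limit after plate pattern correction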;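 also: plate controls were neutral control wells without compound for no effect and CRF at EC100 for full effect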
* marks the source's active call; other numbers are inactive results; x = no result given.

SMILES	CHRM4 antagonist	M1 PAM	CHRM4 agonist	M5 antag	M5 ag	CRFBP-R2 block	M4 PAM	CHRM5 PAM	CRFR2-BP ag
C=CCn1c(CNC(=O)c2ccccc2F)nnc1SCc1nc2ccccc2c(=O)[nH]1	7	-5	2	-1	-1	-12	-1	-1	-0.1
CC(CC(=O)Nc1ccc(C(N)=O)cc1)c1ccccc1 (configuration not stated)	-3	2	1	4	0	-23	0	-1	2.1
COc1ccc(Br)cc1CNC(=O)CCNC(=O)Cn1ccc2ccccc2c1=O	-1	-4	7	8	-1	1	2	-5	-0.4
CCCCn1c(SCC(=O)NC2CC2)nc2ccccc2c1=O	2	-2	1	-12	-1	5	5	-2	-1.9
C=CCNC(=O)CSc1cc([N+](=O)[O-])cc(S(=O)(=O)Cc2ccccc2)c1	5	6	2	7	-2	23	5	-4	-2.5
c1ccc2c(N3CCCCCC3)nc(-c3ccncc3)nc2c1	1	-4	-3	-5	-8	-15	-2	-1	1.9
CN(CC(=O)N1CCN(Cc2ccccc2)CC1)C(=O)Cc1cccc2ccccc12	-2	1	3	10	-6	-17	4	-6	5.9
Cc1onc(-c2c(F)cccc2Cl)c1C(=O)NCCc1ccncc1	13	11	1	6	-7	1	7	2	-1.3
Cc1ccc(NS(=O)(=O)c2cccc(C(=O)Nc3cc(C)on3)c2)cc1	-4	0	6	4	5	-63	3	-4	-0.4
COc1ccc2ccccc2c1CN1CCN(Cc2ccccc2)CC1	11	4	-1	-4	-4	-15	-2	4	1.9

Profiles as entered above. Order of screens: CHRM4 antagonist	M1 PAM	CHRM4 agonist	M5 antag	M5 ag	CRFBP-R2 block	M4 PAM	CHRM5 PAM	CRFR2-BP ag
Profile of CN(CC(=O)N1CCN(Cc2ccccc2)CC1)C(=O)Cc1cccc2ccccc12 : -2	1	3	10	-6	-17	4	-6	5.9
Profile of CC(CC(=O)Nc1ccc(C(N)=O)cc1)c1ccccc1 (configuration not stated) : -3	2	1	4	0	-23	0	-1	2.1

Next section:
SMILES	CHRM4 antagonist	M1 PAM	CHRM4 agonist	M5 antag	M5 ag	CRFBP-R2 block	M4 PAM	CHRM5 PAM	CRFR2-BP ag
COC(=O)Cc1c(O)ccn(CCc2c[nH]c3ccccc23)c1=O	-2	2	0	5	0	1	0	-1	-1.1
O=C(N/N=C/c1ccccc1O)c1cccc(C(F)(F)F)c1	4	2	1	-5	-3	-1	14	-7	1.2
CCOC(=O)N1CCC(=NNc2ccc(S(=O)(=O)N3CCOCC3)cc2[N+](=O)[O-])CC1	-3	5	0	0	1	10	10	4	-0.4
CCCC1(C(=O)O)NC(c2ccc(OC)cc2O)C2C(=O)N(c3ccc(OC)cc3)C(=O)C21 (configuration not stated)	-9	3	2	0	2	6	8	0	-1.2
CCc1nc2c(OCc3ccc(Cl)cc3)cccn2c1N(C)C(=O)c1ccc(C)cc1	1	-22	-1	-2	-4	x	-7	-7	x
COc1cccc(NC(=O)N(C)C[C@H]2OCc3cn(nn3)CCCC(=O)N([C@@H](C)CO)C[C@@H]2C)c1	5	-7	1	16	1	-6	-5	-7	2.2
O=C(COC(=O)c1ccc(NS(=O)(=O)c2ccc3c(c2)OCCO3)cc1)NC1CC1	6	10	1	-1	1	7	-4	2	-1.4
C=C(NC(C)=O)c1c(F)cccc1F	3	0	3	15	0	4	4	-3	-0.4
COc1ccccc1N(CC(=O)NCC1CCCO1)C(=O)Cn1nnc(-c2cccs2)n1 (configuration not stated)	12	9	1	-4	-2	-13	-6	-4	1.1
N/C(=N\OC(=O)N1CCOCC1)c1ccccc1	-13	11	2	-4	-1	4	13	0	3.5

Copied from the results shown for reference:
SMILES	CHRM4 antagonist	M1 PAM	CHRM4 agonist	M5 antag	M5 ag	CRFBP-R2 block	M4 PAM	CHRM5 PAM	CRFR2-BP ag
C=CCn1c(CNC(=O)c2ccccc2F)nnc1SCc1nc2ccccc2c(=O)[nH]1	7	-5	2	-1	-1	-12	-1	-1	-0.1
CC(CC(=O)Nc1ccc(C(N)=O)cc1)c1ccccc1 (configuration not stated)	-3	2	1	4	0	-23	0	-1	2.1
COc1ccc(Br)cc1CNC(=O)CCNC(=O)Cn1ccc2ccccc2c1=O	-1	-4	7	8	-1	1	2	-5	-0.4
CCCCn1c(SCC(=O)NC2CC2)nc2ccccc2c1=O	2	-2	1	-12	-1	5	5	-2	-1.9
C=CCNC(=O)CSc1cc([N+](=O)[O-])cc(S(=O)(=O)Cc2ccccc2)c1	5	6	2	7	-2	23	5	-4	-2.5
c1ccc2c(N3CCCCCC3)nc(-c3ccncc3)nc2c1	1	-4	-3	-5	-8	-15	-2	-1	1.9
CN(CC(=O)N1CCN(Cc2ccccc2)CC1)C(=O)Cc1cccc2ccccc12	-2	1	3	10	-6	-17	4	-6	5.9
Cc1onc(-c2c(F)cccc2Cl)c1C(=O)NCCc1ccncc1	13	11	1	6	-7	1	7	2	-1.3
Cc1ccc(NS(=O)(=O)c2cccc(C(=O)Nc3cc(C)on3)c2)cc1	-4	0	6	4	5	-63	3	-4	-0.4
COc1ccc2ccccc2c1CN1CCN(Cc2ccccc2)CC1	11	4	-1	-4	-4	-15	-2	4	1.9
COC(=O)Cc1c(O)ccn(CCc2c[nH]c3ccccc23)c1=O	-2	2	0	5	0	1	0	-1	-1.1
O=C(N/N=C/c1ccccc1O)c1cccc(C(F)(F)F)c1	4	2	1	-5	-3	-1	14	-7	1.2
CCOC(=O)N1CCC(=NNc2ccc(S(=O)(=O)N3CCOCC3)cc2[N+](=O)[O-])CC1	-3	5	0	0	1	10	10	4	-0.4
CCCC1(C(=O)O)NC(c2ccc(OC)cc2O)C2C(=O)N(c3ccc(OC)cc3)C(=O)C21 (configuration not stated)	-9	3	2	0	2	6	8	0	-1.2
CCc1nc2c(OCc3ccc(Cl)cc3)cccn2c1N(C)C(=O)c1ccc(C)cc1	1	-22	-1	-2	-4	x	-7	-7	x
COc1cccc(NC(=O)N(C)C[C@H]2OCc3cn(nn3)CCCC(=O)N([C@@H](C)CO)C[C@@H]2C)c1	5	-7	1	16	1	-6	-5	-7	2.2
O=C(COC(=O)c1ccc(NS(=O)(=O)c2ccc3c(c2)OCCO3)cc1)NC1CC1	6	10	1	-1	1	7	-4	2	-1.4

Next compounds
SMILES	CHRM4 antagonist	M1 PAM	CHRM4 agonist	M5 antag	M5 ag	CRFBP-R2 block	M4 PAM	CHRM5 PAM	CRFR2-BP ag
COCCN=C1N[C@@H](c2cccc(C(F)(F)F)c2)C(C(=O)OC)=C(C)N1Cc1ccccc1	14	4	6	14	3	-7	-2	-6	0.1
Cn1ccc2c(N3CCOCC3)cc3c(c21)C1CCC3C1 (configuration not stated)	-9	9	-2	7	-1	x	8	-2	x
O=Cc1c(Sc2ccccc2)nc2ccccn2c1=O	11	-1	0	4	-11	11	3	1	-1.1
Nc1ccc2c(c1)[nH]c(=O)c1ccccc12	-2	0	0	21	-3	2	2	-4	-1.4
COc1ccc(-n2c(C)c(C)c3c(NCCO)ncnc32)cc1	-1	4	1	1	-4	-1	1	-3	-0.4
COc1cccc(-c2cc3nc(-c4ccccc4)cc(N4CCN(C(=O)c5ccoc5)CC4)n3n2)c1	2	-7	4	-3	1	12	-3	1	2.0
CCN(CC)C(=O)c1cccc(-c2csc(C(O)(c3ccccc3)C(F)(F)F)n2)c1 (configuration not stated)	-7	2	9	7	0	x	-2	-2	x
Nc1oc2ccccc2c1C(=O)Cc1ccccc1O[C@@H]1O[C@H](CO)[C@@H](O)[C@H](O)[C@H]1O	-4	4	0	9	1	2	9	-2	-1.2
COc1ccc(CCC(=O)NCc2ccccc2Cl)cc1OC	16	4	1	7	2	1	-5	-1	2.7
CCn1cc(CN2CCCC(CNS(=O)(=O)c3ccc(OC)cc3)C2)cn1 (configuration not stated)	4	1	0	9	-4	-9	-1	1	-0.1
Nc1cccc(C2=Nc3cccc4cccc(c34)N2)c1	1	8	2	0	-1	-13	0	1	28
C=CCC[C@@H](Cc1ccc(F)cc1)C(=O)OC[C@@H](C)NC(=O)[C@@H](CC=C)CC(=O)N[C@H](CO)Cc1ccccc1	4	-2	10	13	5	-4	2	-11	0.1
O=C1c2ccccc2C(=O)N1Cc1nn2c(-c3ccc(Cl)cc3)nnc2s1	-5	12	2	-5	4	-12	11	13	-1.3
CSC[C@H]1CN(c2ccc(Br)cc2)C(=O)[C@@H]1CC(=O)Nc1ccc(Br)cc1	-16	4	1	-5	0	-11	3	4	0.6
O=S1(=O)CCN(Cc2cccc(Cl)c2)CC1	-5	-1	1	3	-2	-8	7	0	0.5
COc1cc(C(C2C(=O)CC(C)(C)CC2=O)C2C(=O)CC(C)(C)CC2=O)ccc1O	4	8	0	3	-2	4	3	2	-1.7
O=C(Cn1nnc(-c2ccccc2)n1)OCc1ccccc1	12	-3	-1	2	-8	24	0	-8	-0.3
COc1ccccc1/C=C/C(=O)Nc1ccc2c(c1)OCCO2	-2	-12	13	5	1	4	-18	-9	-0.8
O=C(O)/C=C/c1cccc(OCc2ccccc2)c1	11	-17	11	10	6	-11	-12	-10	-1.7
Cc1cc(C(=O)Nc2c(F)cc(F)cc2Br)no1	12	-3	0	1	-1	4	-4	-5	-1.5
COc1ccc(CCNS(=O)(=O)c2cc(C(=O)O)c(Cl)cc2Cl)cc1	-5	6	0	-5	-6	11	-6	-7	0.0
CN(CCC#N)C(=O)COC(=O)c1ccccc1C(=O)c1ccc(Cl)c([N+](=O)[O-])c1	11	2	11	22	-1	26	-8	-13	-1.4
COc1ccc(NS(=O)(=O)c2cccc(NC(=O)c3cnccn3)c2)cc1Br	11	-20	30	17	10	-13	-14	-16	0.7
O=C(CCN1C(=O)COc2ccccc21)NCCCN1CCCC1	5	15	1	12	-9	5	0	0	4.0
Cc1ccc(S(=O)(=O)N2CCN(C(=O)COC(=O)CNC(=O)c3ccccc3F)CC2)c(C)c1	-2	4	4	7	2	6	2	2	-0.6
CCCCCC(=O)NC(=S)Nc1cccc(-c2nc3ncccc3o2)c1	8	18	1	7	1	-12	2	0	1.6
O=C(c1cc(-c2ccc3c(c2)OCO3)on1)N1CCN(c2ccccc2)CC1	-2	-8	2	-6	0	-2	9	1	-1.7
